HIF activator = HIF pathway transcriptional activation | U2OS HRE-luciferase reporter, luminescence; normalized: DMSO 0%, desferrioxamine 100% | activation, % at 7.5 µM (by protocol) | 300,000 tested, 0.32% active;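 active = mean activation of at least 10% of the iron chelator positive control signal, with at least half of replicates also reaching 10%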
HSP90 refold inh = blocks HSP90-mediated luciferase refolding in reticulocyte lysate | inhibition, % at 5.6 µM | 290,000 tested, 0.91% active | Rabbit reticulocyte lysate, luciferase refolding luminescence, 3 h;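 active = inhibition above the screen-wide mean plus 3 SD, computed separately per campaign, cut at about 16% in these data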;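 also: 0% = DMSO wells and 100% = 60 µM geldanamycin wells; inhibitors lower the luminescence because luciferase stays unfolded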
SKKanGAS inh = inhibitors of SKKanGAS S. pyogenes growth in kanamycin (SK-promoter or general growth effect). 300,000 tested, 1.3% active. inhibition, % at 7.5 µM. BacTiter-Glo, 6 h. AID 1662;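 active = mean replicate score, as percent of positive control median, at least 50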;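 also: strain carries kanamycin resistance gene driven by streptokinase promoter and grows in 40 µg/ml kanamycin; loss of luminescence reflects streptokinase promoter inhibition or plain growth inhibition; 0% = median of DMSO wells and 100% = positive control at its reference dose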
IEC-6 tox = IEC-6 cytotoxicity, counter-screen for KLF5 inhibitors. luminescence viability. 290,000 tested, 0.78% active. AID 1825. inhibition, % at 5 µM; in the data active = inhibition above about 22%;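 also: 0% = plate median of test compound wells and 100% = cytotoxic reference compound wells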
Platelet DG rel = modulates dense granule release in human platelets; human platelet-rich plasma, SFLLRN dense granule ATP release, luminescence; inhibition, %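 (compounds screened at 7.5 µM in platelet-rich plasma)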; 300,000 tested, 0.22% active;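 active = mean replicate score, as percent of positive control, at or above 50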
aSyn UTR inh = 5' untranslated region of α-synuclein, MLPCN primary screen; alpha-synuclein 5'UTR reporter, inhibitor activity; inhibition, % (tested at 7.5 µM); 300,000 tested, 0.82% active; in the data active = inhibition above about 60%;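 also: H4 neuroglioblastoma cells stably carrying SNCA 5'UTR luciferase fusion; 0% = DMSO wells and 100% = positive control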
KLF5 inhibitor = kruppel-like factor 5 inhibition | DLD-1 KLF5 promoter-luciferase reporter, luminescence | inhibition, % at 5 µM | 290,000 tested, 0.23% active | AID 1700;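 active = inhibition above a per-plate limit of that plate's mean compound inhibition plus 3 SD, cut at about 60% in these data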;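 also: 0% = DMSO wells and 100% = LY294002 at 200 µM; higher means less KLF5 promoter-driven luciferase light; inactives centre near -14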
HSF1 inh = HSF1 inhibition | NIH3T3-HGL HSE-luciferase, MG132-induced, luminescence 8 h; stronger effect = lower value | activity change, negative = inhibition, % at 7.5 µM (by protocol) | 300,000 tested, 0.77% active | AID 2098;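 active = more than half of replicate wells show activity change below -50%, luminescence cut by over half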;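 also: luciferase reports HSF-1 transcriptional activity via heat shock element; 0% = median of DMSO wells and -100% = zero luminescence signal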
AI-2 QS modul = modulators of Vibrio harveyi AI-2 quorum sensing system. AID 2094. 300,000 tested, 0.4% active. activity change, % at 7.5 µM. Vibrio harveyi JMH597 AI-2 luminescence/OD600 ratio, 9 h; stronger effect = lower value; strain lacks LuxN and CqsS sensors; 0 = neutral-control median; in the data active = activity change below about -75%, passing the limit was not always enough;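 also: luminescence divided by OD600 gain over 9 h not by final OD600 alone; inactives centre near 13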
HSF1 activator = increases HSF-1 driven luciferase reporter signal; 300,000 tested, 1.7% active; NIH3T3-HGL HSF-1 luciferase reporter, MG132, 8 h; 100% = twice DMSO control signal; activation, % at 9 µM;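 active = mean replicate activation of at least 50% with a set share of replicates each reaching 50%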;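 also: 0% = median of the neutral control wells and 100% = twice that signal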
* hit, by the source's call; · = not tested or not shown.

#1 CCCOc1ccc(N2C(=O)CC(N3CCN(CCN=CC4=C(O)CC(C)(C)CC4=O)CC3)C2=O)cc1 (stereo unspecified)
#2 CCc1nc(SCc2ccccn2)c2c(=O)n(C)c(=O)n(C)c2n1
#3 CCCOc1cccc(C(=O)N(Cc2ccccc2)C2CCS(=O)(=O)C2)c1 (stereo unspecified)
#4 Cc1ccc(N2CC(C(=O)NCc3ccco3)CC2=O)cc1Cl (stereo unspecified)
#5 COC(C(=O)N/N=C(\C)CC(=O)Nc1ccc(Cl)cc1C)c1ccccc1 (stereo unspecified)
#6 N/C(=N\OC(=O)c1cccc(Cl)c1)c1ccncc1
#7 Cc1ccc(/C=N/NC(=O)c2nnn(-c3nonc3N)c2CSc2ccccc2)s1
#8 Cc1cccc(Cn2nc(C)c(NC(=O)c3ccc(F)cc3)c2C)c1
#9 Cc1nn(-c2ccc(Cl)cc2)c(NC(=O)C(C)C)c(-c2ccccc2)c1=O
#10 Cc1cccc(NC(=O)c2sc3nc4c(c(-c5ccco5)c3c2N)CCC4)c1
compound no.	1	2	3	4	5	6	7	8	9	10
HIF activator	0.0	0.0	1.0	-0.1	0.0	2.2	-0.3	-0.6	-0.1	-0.3
HSP90 refold inh	-3	-5	2	2	5	2	1	1	3	1
SKKanGAS inh	-5	-10	0	6	6	-12	1	-1	-8	12
IEC-6 tox	0	-3	4	1	1	4	10	4	-4	-14
Platelet DG rel	15	-2	4	-3	8	-9	11	12	-4	·
aSyn UTR inh	·	-17	28	-21	2	-87	-7	-2	-32	-8
KLF5 inhibitor	4	-26	-30	-15	-63	-17	-16	-22	-9	-39
HSF1 inh	-7	-7	2	0	79	3	-8	-4	0	-5
AI-2 QS modul	18	4	-1	12	1	-3	15	29	16	10
HSF1 activator	-14	17	-9	4	122*	42	-13	7	-2	-14

#11 CCOC(=O)c1[nH]c(C)c(C(=O)OCc2ccc(C)cc2)c1C
#12 COc1ccc(-c2cc3nc(-c4ccccc4)cc(N4CCC5(CC4)OCCO5)n3n2)cc1
#13 COc1ccc(N2C(=NC(=O)C3CCCCC3)SC3CS(=O)(=O)CC32)cc1OC (stereo unspecified)
#14 COc1ccc(-n2c(SC)nc(O)c(Cc3ccccc3)c2=O)cc1
#15 CCC(C(=O)NC1CCCC1)N(Cc1ccc2c(c1)OCO2)C(=O)c1snc(C(N)=O)c1N (stereo unspecified)
#16 O=[N+]([O-])c1ccc(NC2CCN(Cc3ccccc3)CC2)c([N+](=O)[O-])c1
#17 CCN(CC)CCn1c(NC(=O)c2ccc(C(F)(F)F)cc2)nc2ccccc21
#18 COc1cccc(/C(O)=C/c2nc3ccc(C(=O)NCCc4ccc(Cl)cc4)cc3[nH]c2=O)c1
#19 CCN(CC)C(=O)CSc1nnc(COc2ccccc2)n1CC
#20 COc1cccc(CNCC(O)COc2ccc(C(=O)c3ccccc3)cc2)c1 (stereo unspecified)
compound no.	11	12	13	14	15	16	17	18	19	20
HIF activator	1.3	0.2	-0.2	0.5	-0.6	-0.1	0.3	-6.8	-0.2	-0.5
HSP90 refold inh	-4	4	-1	0	7	-3	2	5	0	10
SKKanGAS inh	-11	23	0	-6	2	-1	-7	37	-2	6
IEC-6 tox	-2	5	-12	-2	8	2	1	0	-1	-1
Platelet DG rel	2	1	24	-2	12	3	-1	-1	-5	2
aSyn UTR inh	7	-4	7	4	0	10	-13	-12	-7	-9
KLF5 inhibitor	6	5	-16	3	-23	-8	-11	-11	-17	-15
HSF1 inh	-1	4	-8	-8	-2	7	·	-1	5	-6
AI-2 QS modul	39	21	27	0	25	20	18	28	11	31
HSF1 activator	2	9	-2	4	12	15	·	7	-4	-9

#21 CC1Oc2ccccc2N(CC(=O)NCc2ccc3c(c2)OCO3)C1=O (stereo unspecified)
#22 CCC(=O)NCCc1nc2cc(NC(=O)c3ccccc3Cl)ccc2n1C
#23 CC(=O)Nc1nc(C)c(S(N)(=O)=O)s1
#24 COc1ccc(CCNC(=O)c2cccc(NC3=NC4CS(=O)(=O)CC4S3)c2)c(OC)c1 (stereo unspecified)
#25 O=C(NCc1cccnc1)c1ccc(Cl)c(S(=O)(=O)N2CCOCC2)c1
#26 COc1ccc(C2=NN(C(=O)CCCC(=O)O)C(c3cn(-c4ccccc4)nc3-c3ccccc3)C2)cc1 (stereo unspecified)
#27 CCC(=O)N1CCCc2cc(S(=O)(=O)N3CCN(c4ccccn4)CC3)ccc21
#28 CCN1CCN(C(=O)c2ccc3c(c2)S(=O)(=O)c2ccccc2C3=O)CC1
#29 CCc1n(CC(O)COC2CCCCC2)c2ccccc2[n+]1C (stereo unspecified)
#30 CSc1ccccc1C(=O)C1CCCN(Cc2c(C)n(C)n(-c3ccccc3)c2=O)C1 (stereo unspecified)
compound no.	21	22	23	24	25	26	27	28	29	30
HIF activator	2.3	0.7	-0.1	-0.1	-0.5	-0.3	-0.8	0.2	-0.3	0.5
HSP90 refold inh	-1	-2	-1	-6	-3	4	0	-3	0	1
SKKanGAS inh	-7	2	-15	-5	-1	21	1	10	-5	·
IEC-6 tox	6	-6	-6	1	0	7	1	0	-2	-1
Platelet DG rel	10	8	-11	1	-2	7	2	1	-4	1
aSyn UTR inh	-106	-78	-16	-12	-2	-4	17	13	-4	-15
KLF5 inhibitor	-28	-84	-4	-15	-37	8	5	-11	-9	-20
HSF1 inh	19	6	1	1	-14	1	-2	1	2	-1
AI-2 QS modul	18	21	29	34	22	18	3	16	12	-5
HSF1 activator	23	27	-4	-4	-13	2	2	-8	0	18

#31 CCCCCCc1c(O)nc(SCC(=O)O)[nH]c1=O
#32 CCOc1ccc(NC(=S)NC(=O)/C=C/c2ccc(OC)cc2)c([N+](=O)[O-])c1
#33 OC(COc1ccc(OCC(O)CN2CCN(Cc3ccccc3)CC2)cc1)CN1CCN(Cc2ccccc2)CC1 (stereo unspecified)
#34 O=C(COc1ccccc1F)Nc1ccc2c(c1)OCCO2
#35 CC(=O)COc1ccc2c(-c3ccccc3)cc(=O)oc2c1
#36 CCOC(=O)N1CCN(C(=O)CCN2C(=O)/C(=C\c3cccc(OC)c3)SC2=S)CC1
#37 CCOCCCN(Cc1ccco1)S(=O)(=O)c1csc(C(N)=O)c1
#38 CCS(=O)(=O)n1nc(-c2ccccc2)nc1SCc1ccccc1
#39 O=[N+]([O-])c1ccc(Sc2nccn2Cc2ccccc2)cc1
#40 CCc1cccc(NC(=O)C2CCCN2C(=O)Nc2ccc(C)cc2)c1 (stereo unspecified)
compound no.	31	32	33	34	35	36	37	38	39	40
HIF activator	0.0	-55	-0.1	3.0	0.9	1.6	-0.2	-1.0	-0.2	-0.3
HSP90 refold inh	·	0	·	5	-4	-1	1	-1	0	0
SKKanGAS inh	-3	-7	0	-7	3	-3	0	14	3	-3
IEC-6 tox	·	-1	·	4	4	-2	2	0	0	8
Platelet DG rel	8	-12	-2	-2	-7	-5	8	0	-6	11
aSyn UTR inh	-9	-5	-20	-75	2	-9	7	-118	28	9
KLF5 inhibitor	·	-13	·	-63	-13	2	-25	-67	-8	-5
HSF1 inh	2	-3	-5	-35	1	-3	-5	15	7	-2
AI-2 QS modul	16	6	5	26	19	9	14	125	0	11
HSF1 activator	27	7	-11	-42	4	-15	4	23	12	-17

#41 CCOC(=O)c1cc(-c2ccc(F)cc2)n(CC(=O)N2CCCC2)c1C
#42 C=CCNC(=O)/C(C#N)=C\c1cc(Cl)c(O)c(OCC)c1
#43 O=C(NCc1ccccc1Cl)c1cccc(C(F)(F)F)c1
#44 O=c1c2ccccc2[nH]c(=S)n1CCN1CCN(Cc2ccccc2)CC1
#45 Cc1ccc(NC(=S)N2CCCC(CO)C2)c(C)c1 (stereo unspecified)
#46 CC(=O)N1CC(C)Oc2ccc(S(=O)(=O)NC(CC(=O)O)c3ccc(C)cc3C)cc21 (stereo unspecified)
#47 CCn1c(CC(=O)Nc2ccccc2F)nnc1SCC(=O)N1CCN(c2ccccc2)CC1
#48 COc1ccc(-c2cc(C(=O)N(C)Cc3ccc(F)cc3)c3ccccc3n2)cc1OC
#49 CCOC(=O)CN1CC23C=CC(O2)C(C(=O)NC2CCCCCC2)C3C1=O (stereo unspecified)
#50 CCOc1ccc(C(=O)NCC(=O)N2CCCCCCC2)cc1OCC
compound no.	41	42	43	44	45	46	47	48	49	50
HIF activator	-0.6	-0.2	-0.3	-0.3	0.3	·	-0.3	-0.3	-0.1	-0.5
HSP90 refold inh	-2	7	2	1	-4	2	1	-5	-2	·
SKKanGAS inh	0	16	1	-6	-16	0	-5	12	-6	-10
IEC-6 tox	0	1	3	1	-1	0	0	3	2	·
Platelet DG rel	-3	1	1	-3	-8	1	-2	-2	1	0
aSyn UTR inh	-5	7	11	8	-49	3	8	16	-3	8
KLF5 inhibitor	-46	-7	-7	0	-11	-8	-21	4	-10	·
HSF1 inh	2	0	-4	2	17	2	11	-1	-7	-6
AI-2 QS modul	3	14	8	10	1	6	15	24	8	20
HSF1 activator	-2	6	3	5	24	-4	14	-2	-15	-5

#51 Cc1ccsc1C(=O)Nc1cc(C(C)(C)C)nn1-c1ccccc1
#52 CC1CCN(C(=O)c2cccc(S(=O)(=O)N3CCN(c4ccccc4)CC3)c2)CC1
#53 COc1ccc2c(c1)OC13CCN(C)CC1C2C(C(=O)c1ccc(F)cc1)C(=O)N3 (stereo unspecified)
#54 COc1ccc(-c2[nH]ncc2CN(C)Cc2cc(C)[nH]n2)c(F)c1
#55 COc1ccc(Br)cc1S(=O)(=O)NCc1ccccn1
#56 CC1CCCCN1CC(O)COCc1ccc(Cl)cc1 (stereo unspecified)
compound no.	51	52	53	54	55	56
HIF activator	-0.1	-0.4	-0.5	-0.4	-0.9	-49
HSP90 refold inh	2	·	0	0	4	0
SKKanGAS inh	0	11	-4	1	3	-5
IEC-6 tox	-6	·	-3	-3	5	-9
Platelet DG rel	2	-2	30	10	4	-8
aSyn UTR inh	8	5	23	-33	1	-12
KLF5 inhibitor	-25	·	-46	-14	-28	-22
HSF1 inh	-2	1	-6	-8	-2	-9
AI-2 QS modul	15	18	0	21	-4	9
HSF1 activator	1	8	8	-5	-11	9

A different layout for six compounds above.
no. | mol | HIF activator | HSP90 refold inh | SKKanGAS inh | IEC-6 tox | Platelet DG rel | aSyn UTR inh | KLF5 inhibitor | HSF1 inh | AI-2 QS modul | HSF1 activator
52 | CC1CCN(C(=O)c2cccc(S(=O)(=O)N3CCN(c4ccccc4)CC3)c2)CC1 | -0.4 | · | 11 | · | -2 | 5 | · | 1 | 18 | 8
54 | COc1ccc(-c2[nH]ncc2CN(C)Cc2cc(C)[nH]n2)c(F)c1 | -0.4 | 0 | 1 | -3 | 10 | -33 | -14 | -8 | 21 | -5
56 | CC1CCCCN1CC(O)COCc1ccc(Cl)cc1 (stereo unspecified) | -49 | 0 | -5 | -9 | -8 | -12 | -22 | -9 | 9 | 9
55 | COc1ccc(Br)cc1S(=O)(=O)NCc1ccccn1 | -0.9 | 4 | 3 | 5 | 4 | 1 | -28 | -2 | -4 | -11
51 | Cc1ccsc1C(=O)Nc1cc(C(C)(C)C)nn1-c1ccccc1 | -0.1 | 2 | 0 | -6 | 2 | 8 | -25 | -2 | 15 | 1
53 | COc1ccc2c(c1)OC13CCN(C)CC1C2C(C(=O)c1ccc(F)cc1)C(=O)N3 (stereo unspecified) | -0.5 | 0 | -4 | -3 | 30 | 23 | -46 | -6 | 0 | 8

Screening data: PubChem BioAssay, several laboratories
